# Shn3 3UTR inh = reduces Shn3 3'UTR luciferase signal in osteoblasts; Clone20 osteoblast Shn3 3'UTR firefly luciferase, 24 h; inhibition, % at 12.5 µM; actives 0.52% (n = 360,000);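 active means mean inhibition of at least 75% with every replicate also reaching 75%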;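 further: 0% = median of neutral control wells and 100% = pilot-screen positive control compound; some compounds past the cut are filed as inactive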
# KKLEB tox = reduces viability of KKLEB cystic fibrosis airway cells. KKLEB CF airway cells viability, ATPlite luminescence, overnight; active compounds read low; cells stimulated with P. aeruginosa culture filtrate. activity change (cytotoxicity), % at 5 µM. actives 0.36% (n = 360,000). AID 602141;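 active means corrected activity change at or below -50% at 5 µM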
# aDG glyco act = alpha-DG glycosylation activation. Pro5-aDG cells, alpha-DG glycosylation AlphaScreen (IIH6); 0% Pro5, 100% B10-LARGE cell signal. activation, % at 10 µM. actives 0.22% (n = 360,000);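 active means activation of at least 8% versus controls, or a plate z-score of at least 8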;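 further: Pro5 are CHO cells carrying HIG-tagged alpha-DG that lacks glycosylation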
# iPSC survival up = hiPSC single-cell survival enhancement; survival enhancement, % at 20 µM; actives 0.044% (n = 360,000); ATPlite luminescence; 100% = ROCK inhibitor wells, 0% = DMSO; in the data active means survival enhancement above about 18%;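 further: cells exposed to compounds for 16 hours before the ATP read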
# NR2E3 ag-1 = NR2E3 (human) agonism; inhibition of corepressor binding, % at 4.78 µM; AID 2300; Q9Y5X4; GST-NR2E3/biotin-RetCOR TR-FRET, 1536-well; actives 0.12% (n = 320,000);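 active means percent inhibition above the cutoff of mean plus 3 SD of all tested compounds, set per screening campaign, cut at about 20% in these data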;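 further: 0% = DMSO wells and 100% = biotin wells as full block of FRET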
# Target sequence (Q9Y5X4 whole entry, looked up): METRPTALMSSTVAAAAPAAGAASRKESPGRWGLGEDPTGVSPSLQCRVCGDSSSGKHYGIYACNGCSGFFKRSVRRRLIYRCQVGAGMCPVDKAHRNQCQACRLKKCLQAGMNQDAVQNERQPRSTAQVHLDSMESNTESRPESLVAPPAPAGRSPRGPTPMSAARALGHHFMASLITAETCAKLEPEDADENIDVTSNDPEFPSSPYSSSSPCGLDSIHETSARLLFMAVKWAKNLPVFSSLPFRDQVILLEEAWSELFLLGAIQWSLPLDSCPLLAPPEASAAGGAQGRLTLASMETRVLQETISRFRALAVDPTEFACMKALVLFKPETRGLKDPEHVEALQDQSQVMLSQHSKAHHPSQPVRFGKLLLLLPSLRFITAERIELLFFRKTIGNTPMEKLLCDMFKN
#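 Test system: GST-NR2E3 and biotin-RetCOR proteins | Quantity: 1.35 nM GST-tagged NR2E3 final | Medium: Tris pH 7.5 | Also added: 7 nM biotin-RetCOR | Dosing: Compound at 4.8 µM, single dose | Timing: 5 h at 4 °C | Detection: Time-resolved FRET | Read-out basis: Percent inhibition | Benchmarks: Biotin wells as high control, 0.6% DMSO wells as low control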
# NR2E3 ag-2 = agonists of human NR2E3 nuclear receptor; inhibition of corepressor binding, % at 3.98 µM; actives 0.35% (n = 360,000); Q9Y5X4; CHO-S Gal4-NCOR/VP16-NR2E3 two-hybrid, luciferase; AID 602229;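 active means inhibition above the mean of all tested compounds plus 3 SD, cut at about 70% in these data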;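 further: 0% = DMSO with NR2E3 transfected cells and 100% = cells lacking NR2E3 construct; higher means lower luciferase signal from less NR2E3 corepressor binding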
# Peg3 prom inh = reduces Peg3 promoter-driven luciferase expression in HeLa; HeLa PEG-Prom luciferase reporter, luminescence, overnight; actives 1.7% (n = 360,000); AID 588405; inhibition, % at 20 µM;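 active means inhibition of at least 50% at 20 µM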
# CF NFkB inh = blocks PAF-induced NF-kB reporter in cystic fibrosis cells; actives 0.86% (n = 360,000); KKLEB NF-kB-GFP reporter, GFP fluorescence overnight; inhibition, % at 5 µM;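 active means at least 50% inhibition at 5 µM, scaled per plate between neutral and stimulator controls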;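 further: PAF is a Pseudomonas aeruginosa culture filtrate used as stimulus; plate controls were PAF-stimulated DMSO wells for no effect and unstimulated DMSO wells for full effect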
# MITF TRPM1 inh = inhibitors of MITF-driven TRPM1 promoter in melanoma cells; SK-MEL-5 TRPM1 promoter luciferase, 24 h; inhibition, % at 12.5 µM; actives 0.83% (n = 330,000); AID 488899;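 active means mean inhibition across replicates of 60% or more, whatever share of single replicates reaches that level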; further: values of inactives mirror those of a sister screen read the other way
# TWEAK-Fn14 inh = inhibitors of TWEAK-Fn14 interaction signaling; inhibition, % at 10 µM; actives 2% (n = 360,000); TWEAK-stimulated Fn14 reporter cells, luciferase luminescence, 8 h; in the data active means inhibition above about 50%
# HIF-2a block = HIF-2a inhibition; 786-0 RCC cells HIF-2a reporter, luciferase luminescence, overnight; inhibition, % at 18.8 µM; actives 0.72% (n = 360,000);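 active means inhibition of the luminescence signal of 40% or more relative to plate controls, in a single-dose primary screen at 18.75 µM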
# Active calls of the source: *; / = no result given.
1: COc1cc(CNc2ccccc2Oc2cc(=O)n(C)c(=O)n2C)cc(OC)c1OC
2: CCCNS(=O)(=O)c1ccc2c(c1)CCCN2C(C)=O
3: Cn1nc(C(=O)NNC(=O)CCc2ccccc2Cl)c2ccccc2c1=O
4: Cc1ccc(CSCC(=O)N/N=C/c2ccc(OCC(=O)Nc3ccc(C)cc3)cc2)cc1
5: CCCC(CCC(=O)Nc1cc([N+](=O)[O-])ccc1O)C(=O)O (stereo not given)
6: S=c1[nH]c2ccccc2n1CCOc1ccccc1
7: Cc1cc(C(=O)N2CCN(c3ncccn3)CC2)nn1C
8: Cc1ccc(N2CC(C(=O)NC3CC3)CC2=O)cc1 (stereo not given)
9: CN(C)c1ncnc2[nH]ncc12
10: Nc1cc(C(=O)OCC(=O)NC(c2ccccc2)c2ccccc2)ccc1Cl
Assay by compound	1	2	3	4	5	6	7	8	9	10
Shn3 3UTR inh	5	13	10	6	0	-17	8	-11	0	12
KKLEB tox	1	4	10	14	-6	-2	11	4	-7	5
aDG glyco act	0.8	-0.3	-0.1	-0.1	0.0	0.2	0.0	0.1	0.2	-0.1
iPSC survival up	1.5	-0.8	0.3	-2.1	0.2	0.2	0.8	-0.4	0.7	-0.3
NR2E3 ag-1	2	-1	2	-3	-2	1	0	7	/	2
NR2E3 ag-2	6	-9	-12	-9	16	-52	-21	-21	14	-4
Peg3 prom inh	-10	0	11	12	-1	-39	13	10	2	3
CF NFkB inh	-13	-14	-2	-13	12	-7	-12	-9	18	-2
MITF TRPM1 inh	15	2	-4	-1	-1	-4	5	0	-4	-1
TWEAK-Fn14 inh	-18	-1	-2	-41	-1	-25	14	5	-11	-14
HIF-2a block	1	3	13	-1	14	-92	15	3	6	19

11: CCN(CC)CCn1c(N)cc(=O)[nH]c1=O
12: COc1cccc(C(C)(O)c2nc(-c3cccc(F)c3)cs2)c1 (stereo not given)
13: Cc1cccc(NC(=O)c2ccc([N+](=O)[O-])o2)c1C
14: CC(C)N1CCN(Cc2coc3ccccc3c2=O)CC1CCO (stereo not given)
15: COc1ccc(C(=O)Nc2ccc(C(=O)OCC(=O)c3ccccc3)cc2)cc1
16: O=C(COC(=O)c1cccnc1Cl)NC(=O)c1ccc(OC(F)F)cc1
17: CSc1nnc(-c2ccco2)n1-c1ccccc1
18: O=S(=O)(NC1=NCCC1)c1cccc(NC(=S)Nc2ccc(OC(F)F)cc2)c1
19: COCCN(CCOC)S(=O)(=O)c1ccc(C(=O)Nc2nc(-c3ccncc3)cs2)cc1
20: CC1CCCN(C(=O)COC(=O)Cc2c[nH]c3ccccc23)C1 (stereo not given)
Assay by compound	11	12	13	14	15	16	17	18	19	20
Shn3 3UTR inh	-28	3	-22	-15	-5	-15	89*	-3	28	-3
KKLEB tox	2	-10	-9	7	2	-6	-12	6	7	-5
aDG glyco act	0.5	0.3	0.7	-0.1	0.2	0.1	-0.1	0.3	0.1	-0.2
iPSC survival up	-2.2	5.9	0.0	-1.4	-3.3	0.9	2.2	-1.2	-1.3	2.0
NR2E3 ag-1	1	/	-4	0	2	/	-2	/	7	0
NR2E3 ag-2	8	-4	2	-16	-5	1	28	-59	22	-3
Peg3 prom inh	-2	0	46	10	-3	2	14	7	19	-13
CF NFkB inh	-2	38	48	-3	-3	20	14	8	-6	15
MITF TRPM1 inh	-2	/	56	-1	1	-16	-4	-3	19	10
TWEAK-Fn14 inh	15	37	5	-6	-54	-32	25	-15	25	-9
HIF-2a block	9	14	-11	10	0	-5	19	-14	19	18

21: Cn1c(=O)c2[nH]c(CCCCCCCCc3nc4ccccc4[nH]3)nc2n(C)c1=O
22: N#Cc1nc(-c2ccc(OCc3ccccc3)cc2)oc1NCCCn1ccnc1
23: CC(C)c1ccccc1NC(=O)CNCCOc1ccccc1F
24: CCOc1cccc(OCCOCCN2CCCC2)c1
25: CCOC(=O)c1c(NC(=O)c2ccoc2C)sc(C)c1C
26: CCCC(C)NC(=O)CN1C(=O)c2cccc3cccc1c23 (stereo not given)
27: COC(=O)C1CCN(C(=O)CSc2nnc(-c3ccncc3)o2)CC1
28: CCN(Cc1ccccc1)C1CCN(Cc2ccccc2)CC1
29: Cc1c(NC(=O)OCCSc2nc(N(C)C)nc(N(C)C)n2)sc(=S)n1C
30: COc1cc(OC)nc(NC(=S)NC(=O)c2ccccc2)n1
Assay by compound	21	22	23	24	25	26	27	28	29	30
Shn3 3UTR inh	86*	10	-13	-4	-26	13	-2	-9	6	-18
KKLEB tox	-14	-20	1	-6	-1	-10	4	-8	1	7
aDG glyco act	3.5	1.8	0.2	-0.1	0.6	-0.1	-0.2	-0.1	-0.2	-0.2
iPSC survival up	3.7	14	-0.6	5.7	-1.4	0.6	0.6	2.3	3.1	2.1
NR2E3 ag-1	/	-1	0	0	3	0	4	3	0	-1
NR2E3 ag-2	68	-10	-12	12	3	-15	-15	7	1	12
Peg3 prom inh	23	30	25	10	-1	11	22	1	18	-37
CF NFkB inh	16	-2	14	3	4	6	-16	17	-13	-48
MITF TRPM1 inh	3	-10	3	0	-12	4	9	-12	-5	20
TWEAK-Fn14 inh	70*	-2	19	12	22	-1	5	-3	-22	-28
HIF-2a block	0	-2	4	11	0	11	5	22	16	-42

31: CCOC(=O)C1=CN(Cc2cccc(F)c2)S(=O)(=O)N(CC)C1c1ccc(C(F)(F)F)cc1 (stereo not given)
32: Cc1ccc(C(=O)N/N=C\c2ccc(-c3ccc(Cl)cc3)o2)cn1
33: NC(=O)c1ccccc1NC(=S)NC(=O)c1ccc(Br)o1
34: Cc1ccc(S(=O)(=O)Nc2ccc(C(=O)NC3CC3)cc2)cc1
35: Clc1ccc(CSc2nc3ccncc3[nH]2)cc1
36: COC(=O)[C@]12CCCCC=C1N(Cc1cccc3ccccc13)C(=O)[C@H](CC(=O)NCc1ccccc1)C2
37: O=C1CSC(=S)N1N=Cc1ccc(Cl)s1
38: COc1ccccc1CN1CC(C(=O)NCc2cccc(C)n2)CCC1=O (stereo not given)
39: COc1ccc(OC)c(CCNC(=O)CCC(=O)N2CCOc3ccc(C)cc32)c1
40: C/C(=N\NC(=O)C1=NNC(=O)C1C)c1cccs1 (stereo not given)
Assay by compound	31	32	33	34	35	36	37	38	39	40
Shn3 3UTR inh	26	-3	-74	0	-47	/	-11	6	8	-31
KKLEB tox	4	11	-6	9	-59*	/	2	-5	11	2
aDG glyco act	0.5	0.1	-0.2	0.0	0.1	0.1	-0.1	0.0	-0.1	-0.1
iPSC survival up	0.0	-0.1	-3.2	-0.4	-4.5	-0.7	4.4	-0.2	2.9	0.4
NR2E3 ag-1	/	2	-1	2	0	/	/	-2	7	-3
NR2E3 ag-2	12	-5	-18	-31	-154	-11	-17	-14	9	-36
Peg3 prom inh	8	3	-71	13	-137	/	-14	8	10	-53
CF NFkB inh	-3	-31	2	-6	-4	/	-19	-7	-12	-31
MITF TRPM1 inh	1	-7	-3	11	-25	/	0	6	6	-20
TWEAK-Fn14 inh	18	-2	-13	3	13	14	0	-1	6	10
HIF-2a block	12	-19	-156	10	-126	-6	-19	0	12	-87

# Exported with bars between the fields: 8 of the compounds above.
no. | structure | Shn3 3UTR inh | KKLEB tox | aDG glyco act | iPSC survival up | NR2E3 ag-1 | NR2E3 ag-2 | Peg3 prom inh | CF NFkB inh | MITF TRPM1 inh | TWEAK-Fn14 inh | HIF-2a block
30 | COc1cc(OC)nc(NC(=S)NC(=O)c2ccccc2)n1 | -18 | 7 | -0.2 | 2.1 | -1 | 12 | -37 | -48 | 20 | -28 | -42
31 | CCOC(=O)C1=CN(Cc2cccc(F)c2)S(=O)(=O)N(CC)C1c1ccc(C(F)(F)F)cc1 (stereo not given) | 26 | 4 | 0.5 | 0.0 | / | 12 | 8 | -3 | 1 | 18 | 12
32 | Cc1ccc(C(=O)N/N=C\c2ccc(-c3ccc(Cl)cc3)o2)cn1 | -3 | 11 | 0.1 | -0.1 | 2 | -5 | 3 | -31 | -7 | -2 | -19
33 | NC(=O)c1ccccc1NC(=S)NC(=O)c1ccc(Br)o1 | -74 | -6 | -0.2 | -3.2 | -1 | -18 | -71 | 2 | -3 | -13 | -156
34 | Cc1ccc(S(=O)(=O)Nc2ccc(C(=O)NC3CC3)cc2)cc1 | 0 | 9 | 0.0 | -0.4 | 2 | -31 | 13 | -6 | 11 | 3 | 10
35 | Clc1ccc(CSc2nc3ccncc3[nH]2)cc1 | -47 | -59* | 0.1 | -4.5 | 0 | -154 | -137 | -4 | -25 | 13 | -126
36 | COC(=O)[C@]12CCCCC=C1N(Cc1cccc3ccccc13)C(=O)[C@H](CC(=O)NCc1ccccc1)C2 | / | / | 0.1 | -0.7 | / | -11 | / | / | / | 14 | -6
37 | O=C1CSC(=S)N1N=Cc1ccc(Cl)s1 | -11 | 2 | -0.1 | 4.4 | / | -17 | -14 | -19 | 0 | 0 | -19

# Next part.
41: COc1cccc(NC(=O)CN2C(=O)C(c3ccc(C)cc3)=NC23CCCCCC3)c1
42: COc1ccccc1-c1sc2ccccc2c1-c1ccc(Br)nc1
43: COc1ccc(C(=O)NCCc2ccc(C(F)(F)F)cc2)cc1S(=O)(=O)N1CCOCC1
44: Cc1ccc(NC(=O)Nc2ccccc2C(N)=O)cc1
45: O=C(c1cccs1)N1CCC2(O)CCCCC2C1c1ccc(F)cc1 (stereo not given)
46: CCN(CC)c1ccc(NC(=O)c2cnc3ccccn3c2=O)c(C)c1
47: Cc1cc(C)n(CCN(C)c2nc3nonc3nc2NC2CC2)n1
48: OC(COc1ccc(Cl)c2ccccc12)CN1CCN(c2ccccn2)CC1 (stereo not given)
49: COc1ccc(S(=O)(=O)N2CCOC2CNC(=O)C(=O)NCCN2CCOCC2)cc1OC (stereo not given)
50: Cc1ccccc1CN1C(=O)c2ccccc2C1c1nnnn1Cc1ccccc1 (stereo not given)
51: COc1ccc(OC)c(NC(=O)CCN2C(=O)c3cccc([N+](=O)[O-])c3C2=O)c1
Assay by compound	41	42	43	44	45	46	47	48	49	50	51
Shn3 3UTR inh	2	21	5	6	7	33	-1	-1	-8	/	4
KKLEB tox	-9	8	5	-1	-4	12	11	-7	-7	/	-10
aDG glyco act	0.0	-0.1	0.5	-0.1	-0.2	0.6	0.1	0.0	-0.2	-0.3	0.0
iPSC survival up	2.4	1.6	-0.4	-0.8	0.3	-2.1	4.4	1.2	-0.3	-0.9	-0.7
NR2E3 ag-1	1	11	-2	1	3	-1	-3	-3	0	/	3
NR2E3 ag-2	-9	7	5	-43	-6	0	-39	-9	-7	-16	15
Peg3 prom inh	14	-23	7	-69	13	-83	-11	7	19	/	6
CF NFkB inh	16	13	-30	6	-15	-4	0	3	0	/	-4
MITF TRPM1 inh	2	-1	6	-21	12	-31	-6	4	-7	/	-4
TWEAK-Fn14 inh	3	-20	-1	-10	-21	3	-11	-24	-4	5	4
HIF-2a block	12	-24	11	-89	13	-142	3	10	15	8	18

# Compound activity deposited in PubChem by several laboratories.
